Screening data: PubChem, National Center for Advancing Translational Sciences (NCATS)
NPC1 prom act – qHTS Assay for NPC1 Promoter Activators | Huh7 NPC1 promoter luciferase reporter, 24 h | Potency, µM (titrated, usually from 9.22 µM), for the others: top-dose activation, most hits filed as activators | hit rate 2.4% among 320,000 | AID 485313, 2010;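 note: % of control where 0% means no effect; nearly all actives have a fitted effect of over 60% in size; reporter is driven by a mutant NPC1 promoter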
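Quantitative HTS used a cell-based reporter: Huh7 cells stably bearing the NPC1 promoter upstream of luciferase were treated with compounds for 24 h, and promoter activation was read as luminescence.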
MLL CXXC-DNA inh – qHTS Fluorescence Polarization Assay for Inhibitors of MLL CXXC domain - DNA interaction | Histone-lysine N-methyltransferase 2A (Homo sapiens), Q03164 | MLL-CXXC / FITC-HOXA9 DNA fluorescence polarization | Potency, µM (highest dose often 115 µM), for inactives: at the highest dose activity change, negative = inhibition, hits mostly inhibitors | hit rate 0.037% among 290,000 | AID 2662, 2010; active = well fitted inhibition curve with a large enough effect in the polarisation, with a control signal flat, not every such curve was filed as active; inconclusive = small, poorly fitted or top-dose-only effect, or effect the other way, or a change in a side signal; inactive = no such curve, though single readings can be large or run the other way; the % refers to the polarisation
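Steps: dispense CXXC domain solution (7 uM) → pin compounds or unlabeled HOX-A9 DNA control → 5 min ambient → add FLSN-HOX-A9 solution (50 nM) → spin → 30 min ambient → fluorescence polarization. Tris pH 7.5/NaCl/DTT/BSA buffer.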
Rab9 prom act – qHTS Assay for Rab9 Promoter Activators. Huh7 Rab9 promoter-luciferase reporter, luminescence, 24 h. Potency, µM (series often up to 9.22 µM), inactives show top-dose activation, negative = inhibition, hits mostly activators. hit rate 2.8% among 320,000. AID 485297, 2010; note: % of control where 0% means no effect; nearly all actives have a fitted effect of over 60% in size
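Quantitative HTS format; Huh7 Rab9-luciferase reporter cells (1500/well) receive compound 2 h post-plating, incubate 24 h at 37 °C, then get luciferase reagent for 10 min before luminescence reading.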
uPA surface inh – qHTS for Inhibitors of Cell Surface uPA Generation | Potency, µM (doses to about 38.3 µM), for the others: at the highest dose activity change, negative = inhibition, actives largely listed as inhibitors | cell surface uPA generation assay, qHTS | AID 540303, 2011 | hit rate 0.31% among 330,000; active = well fitted inhibition curve with a large enough effect; inconclusive = small, poorly fitted or top-dose-only effect; inactive = no such curve, though single readings can be large or run the other way; tested in mouse RAW 264.7 cells; note: % is set by controls: 0 for no effect and ±100 for the full control effect; nearly all actives have a fitted effect of over 55% in size
FLuc counter – qHTS profiling assay for firefly luciferase inhibitor/activator using purifed enzyme and Km concentrations of substrates (counterscreen for miR-21 project) | AID 588342, 2011 | hit rate 6.9% among 360,000 | purified FLuc, Km substrates, luminescence inhibition | Potency, µM (highest dose often 57.5 µM), for inactives: at the highest dose activity change, negative = inhibition, hits mostly inhibitors;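 note: plate controls were vehicle for no effect and reference inhibitor for full effect; nearly all actives have a fitted effect of over 55% in size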
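Purified P. pyralis luciferase, 10 nM final, with Km-level 10 uM D-luciferin and 10 uM ATP in 50 mM Tris acetate pH 7.5, 10 mM Mg acetate, 0.01% Tween-20, 0.05% BSA; 6-point qHTS titration about 60 µM downward; luminescence read.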
ELG1 genotox – qHTS screen for small molecules that induce genotoxicity in human embryonic kidney (HEK293T) cells expressing luciferase-tagged ELG1; HEK293T ELG1-luciferase reporter, luminescence, 16 h; Potency, µM (titrated, usually from 46 µM), for the others: at the top dose activity change, positive = activation, actives largely listed as activators; hit rate 1.3% among 330,000; AID 504466, 2011; note: % of control where 0% means no effect; nearly all actives have a fitted effect of over 60% in size
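Quantitative HTS format in 1536-well plates. HEK293T ELG1-luciferase reporter cells receive test compound and are incubated 16 hr at 37 °C, 5% CO2; ONE-Glo added, 30 min room temperature, then luminescence read.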
BRCA1 expr act – qHTS Assay to Identify Small Molecule Activators of BRCA1 Expression | MCF7-BRCA1-FFLuc reporter, luminescence, 48 h; response scale: scaled: vehicle 0%, 10 µM genistein 100% | Potency, µM (series often up to 46.1 µM), for the others: at the top dose activation, actives largely listed as activators | hit rate 1.1% among 380,000; note: nearly all actives have a fitted effect of over 80% in size; some results filed as inactive show a strong effect at the top dose
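Using MCF7 cells harboring a BRCA1 firefly luciferase reporter, plated 2 h before compound pinning, the screen measured luminescence after 48 h incubation. Responses were normalized to DMSO and 10 microM genistein, then fitted for concentration-effect.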
Gal4-VP16 FLuc – VP16 counterscreen qHTS for inhibitors of ROR gamma transcriptional activity; hit rate 3.5% among 310,000; Drosophila S2 Gal4-VP16 UAS-luciferase, luminescence, 20 h; Potency, µM (series often up to 53.6 µM), for the others: at the top dose activity, negative = inhibition, usual class: inhibitors; AID 2546, 2010;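 note: Gal4-VP16 expression switched on by copper sulfate through the metallothionein promoter; % is set by controls: 0 for no effect and ±100 for the full control effect; nearly all actives have a fitted effect of over 50% in size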
RORgamma inh – qHTS for inhibitors of ROR gamma transcriptional activity; Nuclear receptor ROR-gamma (Mus musculus), P51450; Drosophila S2 Gal4-RORgamma UAS-luciferase reporter, 20 h; Potency, µM (top dose mostly 53.6 µM), inactives show at the highest dose activity change, negative = inhibition, most hits filed as inhibitors; hit rate 5.4% among 310,000; note: % is set by controls: 0 for no effect and ±100 for the full control effect; nearly all actives have a fitted effect of over 60% in size
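Luminescence from a UAS-regulated Photinus luciferase reporter in stably transfected Drosophila Schneider cells is measured; decreased signal marks ROR gamma inhibition. Fusion expression is induced by 700 uM copper sulfate for 20 hr.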
p53 reactivator – qHTS assay for re-activators of p53 using a Luc reporter. hit rate 0.063% among 320,000. Potency, µM (doses to about 92.2 µM), inactives show top-dose activity change, positive = activation, actives largely listed as activators. AID 504706, 2011. H1299 p53-A138V BP100-luciferase reporter, luminescence, 24 h; note: % of control where 0% means no effect; nearly all actives have a fitted effect of over 45% in size
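p53-null H1299 cells stably carrying temperature-sensitive p53-A138V and a BP100-luciferase reporter were pinned with compounds (4-point, 1:5 series) and held 24 hrs at 37 deg C. Luminescence was read 10 min after detection reagent.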
MBNL1 CUG block – qHTS Assay for Inhibitors of MBNL1-poly(CUG) RNA binding; Muscleblind-like protein 1 (Homo sapiens), Q9NR56; TR-FRET MBNL1-His/biotin-(CUG)12 binding, 665/545 ratio; Potency, µM (highest dose often 57.5 µM), for inactives: at the top dose activity change, negative = inhibition, actives largely listed as inhibitors; hit rate 0.036% among 280,000; AID 2675, 2010; active = well fitted inhibition curve with a large enough effect in the signal ratio, with a control signal flat, not every such curve was filed as active; inconclusive = small, poorly fitted or top-dose-only effect, or effect the other way, or a change in a side signal; inactive = no such curve, though single readings can be large or run the other way; the % refers to the signal ratio; note: % is set by controls: 0 for no effect and ±100 for the full control effect
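Inhibition of protein-RNA binding appears as loss of TR-FRET between terbium anti-His antibody on MBNL1-His and streptavidin-XL665 on biotin-(CUG)12. Activity is normalized to buffer-only and uninhibited-complex controls.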
* marks the source's active call; other numbers are inactive results; ? = inconclusive; nt = no result given; & = joins results of further samples; [ ] = remark or other dose. Unless noted, calls come from the whole dose curve; as a rule, active = well fitted curve in the direction sought with a large enough effect; inconclusive = small, poorly fitted or top-dose-only effect, or another doubt; inactive = no such curve, though single readings can be large; an effect the other way counts as inactive or inconclusive. Potency is the fitted concentration of half-maximal effect.

| structure | NPC1 prom act | MLL CXXC-DNA inh | Rab9 prom act | uPA surface inh | FLuc counter | ELG1 genotox | BRCA1 expr act | Gal4-VP16 FLuc | RORgamma inh | p53 reactivator | MBNL1 CUG block |
| --- | --- | --- | --- | --- | --- | --- | --- | --- | --- | --- | --- |
| Nc1c(C(=O)N/N=C/c2cccnc2)oc2nc(-c3ccccc3)cc(-c3ccco3)c12 | -4% | 10% | -6% | 1% | -1% | 2% | -23% | 7% | -28% | -2% | ? |
| O=C(c1ccco1)N1CCN(C(=O)N2c3ccccc3Sc3ccccc32)CC1 | -7% | -1% | -12% | ? | -1% | 16% | ? | ? | 39% | 7% | -4% |
| N#Cc1ccccc1NC(=O)CN(Cc1ccccc1)Cc1ccccc1 | -3% | -3% | 1% | -4% | 0% | -5% | -42% | 15% | 4% | -2% | 0% |
| O=C(O)c1ccc(CS(=O)(=O)Cc2ccccc2F)o1 | -5% | -2% | -3% | 1% | 5% | 1% | 9% | -4% | 3% | 7% | -25%[11.5 µM] |
| CCOC(=O)c1cnn2c(N)c(C#N)cnc12 | 4% | -17% | -2% | 10% | 7% | 6% | 2% | -7% | 0% | 4% | -2% |
| COc1ccc(OC)c(NC(=O)CSc2ccc(-c3cccnc3)nn2)c1 | -2% | 1% | 0% | -4% | 3% | -1% | -6% | -3% | -30% | -12% | 3% |
| Cc1csc(Sc2nc3c(c(=O)[nH]c(=O)n3C)n2CCCc2ccccc2)n1 | -2% | 5% | -3% | -1% | 2% | 5% | -14% | -1% | -2% | ? | 4% |
| CC(C)c1ccc(NC(=O)c2ccc(NC3=NC4CS(=O)(=O)CC4S3)cc2)cc1 (configuration not stated) | -1% | nt | 5% | -12% | ? | 4% | 3% | 3% | 22% | 14% | 3% |
| CCCn1nc2cc(C(=O)NC3CCCc4ccccc43)ccc2c1OCC (configuration not stated) | 0% | -1% | 0% | -4% | -2% | -7% | 0% | 0% | -9% | -5% | 10% |
| CCOC(=O)C1(Cc2ccc(Cl)cc2)CCN(C(=O)c2ccoc2)CC1 | -2% | 14% | -9% | -1% | -10% | -9% | 9% | -8% | 13% | -1% | -7% |

Full records as entered above. Screens in order: NPC1 prom act, MLL CXXC-DNA inh, Rab9 prom act, uPA surface inh, FLuc counter, ELG1 genotox, BRCA1 expr act, Gal4-VP16 FLuc, RORgamma inh, p53 reactivator, MBNL1 CUG block
O=C(O)c1ccc(CS(=O)(=O)Cc2ccccc2F)o1 is entered as -5%, -2%, -3%, 1%, 5%, 1%, 9%, -4%, 3%, 7%, -25%[11.5 µM]
CCOC(=O)c1cnn2c(N)c(C#N)cnc12 is entered as 4%, -17%, -2%, 10%, 7%, 6%, 2%, -7%, 0%, 4%, -2%

New compounds follow:
| structure | NPC1 prom act | MLL CXXC-DNA inh | Rab9 prom act | uPA surface inh | FLuc counter | ELG1 genotox | BRCA1 expr act | Gal4-VP16 FLuc | RORgamma inh | p53 reactivator | MBNL1 CUG block |
| --- | --- | --- | --- | --- | --- | --- | --- | --- | --- | --- | --- |
| CC(Sc1ccccc1)C(=O)N1CCN(S(=O)(=O)c2ccccc2F)CC1 (configuration not stated) | -3% | -11% | -1% | 5% | -2% | -6% | -3% | 7% | 6% | 0% | 1% |
| CCOc1ccc(N(CC(=O)NCCCOC)S(C)(=O)=O)cc1 | 2% | 4% | -4% | 1% | 6% | 3% | -3% | 4% | 13% | 0% | -4% |
| CCOC(=O)N1CCC(NC(=O)c2cccnc2SC)CC1 | 10% | -2% | -2% | -5% | 2% | 0% | -9% | -9% | -6% | -4% | -7% |
| O=C(CSC1=NCCS1)Nc1nc2c(s1)CCCC2 | ? | -1% | ? | -6% | 17µM* | 8% | 41% | 6% | 2% | ? | -4% |
| Oc1c(N=NC(=S)Nc2ccccc2F)c2ccccc2n1Cc1ccc(Cl)cc1 | -7% | -1% | -1% | ? | 0% | -6% | -29% | -14% | 4µM* | -1% | 0% |
| CSc1ccccc1OCc1cc(C(=O)N2CCc3sccc3C2)no1 | -1% | 4% | 1% | 13% | 1% | 1% | 13% | 13% | 12% | 14% | 2% |
| CCCN1C(=O)c2ccccc2NC1c1ccc(O)c(OCC)c1 (configuration not stated) | 0% | 19% | 3% | -6% | 0% | -5% | -4% | 2% | -6% | -2% | -7% |
| CCC1CCCCN1CCCNC(=O)CN1C(=O)CSc2ccc(S(=O)(=O)N3CCC(C)CC3)cc21 (configuration not stated) | 0% | -6% | 5% | -19% | 0%&0% | 0% | -9% | -1% | -3% | -2% | -10% |
| O=C(NC1CC1)C1CCC(=O)N1C1CCCC1 (configuration not stated) | 0% | 2% | -9% | 7% | 3% | -9% | 1% | -6% | 7% | 6% | -6% |
| Cc1ccc(-n2nc3c(N4CCC(C(=O)NCCc5ccco5)CC4)nnc(C)c3c2C)cc1 | -7% | 85%[activator] | -16% | ? | 2% | 9% | -19% | -7% | 35% | -1% | 2% |
| O=C1C2C3C=CC(C3)C2C(=O)N1c1n[nH]c(-c2cccnc2)n1 (configuration not stated) | 2% | 17% | 2% | -5% | -1% | 0% | 15% | -3% | 16% | -8% | 4% |
| CCOc1c(OC)ccc2c3c(c(=O)oc12)CCCC3 | 1% | -1% | -1% | nt | ? | 8% | 1% | ? | 1% | 4% | 1% |
| COc1cc(/C=N/NC(=O)c2sc(N)c(C#N)c2C)ccc1O | -3% | 2% | 3% | 8% | -19% | 1% | -49% | -9% | -19% | -3% | 5% |
| O=C(c1ccc(Cl)nc1)N1CCN(C/C=C/c2ccccc2)CC1 | -3% | 5% | 0% | -7% | 1% | -2% | -1% | 3% | 4% | -5% | nt |
| CCCN(CCC)CC(=O)N1CC(=O)Nc2ccccc21 | -3% | ? | -4% | -5% | 6% | 3% | -7% | -4% | -1% | -2% | -7% |
| C[N+](C)(C)CC(O)CC(=O)O (configuration not stated) | 1% | -1% | 1% | 8% | -1% | -4% | -8% | 2% | 17% | 3% | nt |
| Cc1[nH]n(C(N)=S)c(=O)c1N=Nc1ccc2ccccc2c1 | 3.2µM* | 4% | 4µM* | -4% | 3µM* | 18µM* | 91% | 4µM* | 1µM* | 1% | ? |
| CCCc1cc(=O)n2[nH]c(NCc3ccc(Cl)cc3Cl)nc2n1 | -1% | -1% | 11% | 1% | -7% | 0% | 1% | 0% | 1% | -14% | -9% |
| N#CC(c1ccccc1)C1CCN(Cc2ccccc2)CC1 (configuration not stated) | 1% | 8% | 0% | 5% | 4% | 0% | -18% | 3% | -3% | -3% | -15% |
| O=C(N/C(=C\c1cccnc1)C(=O)N1CCOCC1)c1cccc(Br)c1 | 4% | 14% | -6% | 1% | 4% | -2% | 0% | -3% | -15% | -13% | -3% |
| Cc1cc(C(=O)Nc2cccnc2)on1 | -4% | -4% | -1% | -2% | 2% | 7% | 3% | -2% | 1% | 4% | -6% |
| CN(Cc1ccccc1Cl)C(=O)c1cnccc1C(F)(F)F | 0% | 1% | 0% | -2% | -1% | -1% | -13% | 1% | -8% | -2% | -7% |
| Cc1cccc(NC(=S)NCCN(C2CCCCC2)C2CCCC2)c1 | 0% | 8% | -2% | 1% | 6% | -7% | -36% | -73% | 8.9µM* | 0% | -7% |

Some of the compounds tested; the hit share may differ from the screen's.
